Bioassay records from PubChem BioAssay.
NCI-60 one-dose screen, 48 h, at 10 µM unless noted. Numbers give growth in % (100 = growth as untreated, 0 = no growth, -100 = all killed).
IGROV1: IGROV1 ovarian cancer | 4.7% of 79,000 active | AID 1794786
SN12C: SN12C renal cancer cells. 3.8% of 81,000 active
OVCAR-4: OVCAR-4 ovarian cancer cells; 3.7% of 80,000 active; AID 1794784
SK-OV-3: SK-OV-3 ovarian cancer cells. 3.2% of 80,000 active. AID 1794785
TK-10: TK-10 renal cancer cells. AID 1794769. 3.9% of 81,000 active
786-0: 786-0 renal cancer cells; 5.1% of 81,000 active; AID 1794775
OVCAR-5: OVCAR-5 ovarian cancer; 2.9% of 82,000 active
UO-31: UO-31 renal cancer; 5.2% of 81,000 active
An asterisk follows results filed as active; . = not tested or not shown; [ ] = dose if it differs, or a comment. Rule for the calls: active = growth percent below 10; inactive = the rest.

SMILES	IGROV1	SN12C	OVCAR-4	SK-OV-3	TK-10	786-0	OVCAR-5	UO-31
COc1ccc(-c2nc(SCCC(C)C)nc(Nc3ccccc3)c2C#N)cc1	96	85	67	84	102	90	92	93
N[C@@H](CCC1=NCCN1)C(=O)O	102[20 µM]	95[20 µM]	115[20 µM]	98[20 µM]	122[20 µM]	103[20 µM]	107[20 µM]	76[20 µM]
CCOC(C)=C(C#N)C#N	139	109	95	114	89	106	119	93
COc1nc2c(c(=O)[nH]1)C(c1cc3ccc(Cl)cc3[nH]c1=O)C1=C(CC(C)(C)CC1=O)N2 (stereo not given)	85	100	92	88	119	110	100	86
Cc1cc2nc3c4ccccc4n(CC[N+](C)(C)[O-])c3nc2cc1C	85	97	109	106	153	106	110	67
O=C(NCCCO)c1cc(Cl)ccc1O	28	13	.	41	25	49	45	48
COc1cc(C=NNc2nc(-c3ccc(Cl)cc3)c(C#N)c(N3CCOCC3)n2)cc(OC)c1OC	61	65	78	96	84	72	72	33
CC1CCC(O)(C(C(=O)O)c2ccccc2)CC1 (stereo not given)	121	88	121	112	103	124	101	90
COC(=O)CSc1ccccc1	105	101	100	106	105	102	.	90
COc1ccc2cc(C(C)NC(=O)Nc3ccc(S(=O)(=O)N=C(N)N)cc3)ccc2c1 (stereo not given)	102	110	103	92	107	96	113	81
Clc1ccc(-c2cnc3sc(NCc4ccccc4)nn23)cc1	62	68	89	102	81	81	60	35
CC(C)N(C)c1ccc(N=Nc2cc(Cl)ccc2Cl)cc1	71	90	.	94	118	116	87	66
NS(=O)(=O)c1ccc(CCn2c(SCC(=O)NCc3ccccc3)nc3ccccc3c2=O)cc1	107	103	112	111	96	103	107	92
CN(C)C(=S)N=Nc1c(O)[nH]c2ccccc12	-59*	25	15	19	29	8.9*	35	-19*
CC(=O)N(CCc1ccncc1)CCc1ccncc1	103	108	117	116	108	107	115	95
COc1ccc(OC)c(Nc2n[nH]c(-c3ccccc3)n2)c1	92	106	103	100	105	105	100	80
CC(C)OC(=O)c1ccc2n1CCc1cnc(N)nc1-2	102	100	104	105	92	94	84	83
COc1ccc(/C=C2/C(c3ccc(Cl)cc3)=NN=C2C(F)(F)F)cc1	49	89	93	92	107	112	105	44
COc1cc([N+](=O)[O-])ccc1N=Nc1cc(S(=O)(=O)O)c2cccc(S(=O)(=O)O)c2c1O	106	105	95	92	103	104	114	89
COc1ccc(-c2nc(SC)[nH]c(=O)c2C#N)cc1	94	100	95	89	111	102	100	89
O=C(COc1ccccc1)OC1CCCCC1C1CCCCC1 (stereo not given)	103	99	96	108	92	102	100	84
COc1cc(-c2ccc3c(=O)n(C)c(SC)nc3n2)cc(OC)c1OC	112	87	105	112	111	40	107	87
COc1cccc(/C=C2\SC(=Nc3cc(C)on3)NC2=O)c1	101	100	111	111	124	97	110	82
CCOC(=O)CCN1C(=O)/C(=C/c2ccc(O)cc2)SC1=S	92	97	94	92	111	103	100	72
OC(COc1ccccc1Cl)CN1CCN(c2cccc(Cl)c2)CC1 (stereo not given)	122	104	110	109	107	98	98	83
O=C1NN(C(=O)c2ccccc2)C(c2ccccc2)=N/C1=C\c1cn(-c2ccccc2)nc1-c1ccccc1	96	105	101	104	106	96	104	85
COc1cc(C2CC(c3ccc(Nc4ccnc5cc(Cl)ccc45)cc3)=NN2C=O)cc(OC)c1OC (stereo not given)	106	87	86	87	93	64	109	62
Cc1cccc(Nc2nc(N)nc(N)c2N=O)c1C	97	99	101	104	110	99	101	93
COc1ccc(/C=C2\SC(=S)N(/C=C3\C(=O)N(c4ccccc4)N=C3C)C2=O)cc1OC	98	83	77	56	122	90	97	58
CCOC(=O)C1=C(C(=O)c2ccccc2)C(c2ccc([N+](=O)[O-])cc2)C(C(=O)c2ccccc2)=C(C(=O)OCC)N1	70	73	86	93	125	88	84	.
COc1ccc(C(=O)n2nc(-c3ccccc3)nc2N)cc1	98	107	109	107	96	105	103	91
CCOC(=S)SCC(=O)NC(=O)c1ccccc1	106	109	102	123	96	104	97	94
O=c1ccn2nc3ccccc3c2[nH]1	110	85	111	99	121	99	79	77
CC(=O)N[C@@H](CNC(=O)c1cc(NC(=O)c2cc(NC(=O)c3cc(NC(=O)c4nccn4C)cn3C)cn2C)cn1C)CC(=O)Nc1cn(C)c(C(=O)Nc2cc(C(=O)Nc3cc(C(=O)Nc4cc(C(=O)NCCCN(C)CCCNC(=O)c5cccc(C(=O)O)c5)n(C)c4)n(C)c3)n(C)c2)n1	113	100	64	115	93	83	121	77
COc1ccc(C(=O)N/N=C/c2ccc(F)c(Br)c2)cc1	100	97	101	93	97	101	92	97
N#Cc1ccc(C(=O)CSc2nc(Nc3ccc(S(N)(=O)=O)cc3)c3ccccc3n2)cc1	110	100	113	116	110	105	110	96
COc1ccc2nc3cc(Cl)ccc3c(NCCCNCCO)c2c1	2.8*	5.9*	-36*	.	-29*	6.5*	-9.7*	-11*
O=C1Nc2ccc(Br)cc2C12Oc1ccccc1C1CC(c3ccco3)=NN12 (stereo not given)	102	95	95	101	119	107	109	84
C#C[C@]1(O)CC[C@H]2[C@@H]3CC=C4c5sc(Nc6ccc(C(F)(F)F)cn6)nc5CC[C@]4(C)[C@H]3CC[C@@]21C	8.6*	7.3*	20	-4.5*	13	-72*	9.2*	-24*
COc1ccc(-c2nc(SCCC(C)C)nc(N/N=C(/C)c3ccc(Cl)cc3Cl)c2C#N)cc1	79	73	100	104	105	95	81	69
Nc1ncc2c(n1)CCCC2	106	94	106	97	92	106	100	99
C[C@@H]1CC[C@]2(C(=O)O)[C@H](CC[C@@H]3O[C@@]32C)[C@]1(CCc1ccoc1)C(=O)O	103	95	100	.	109	104	95	88
O=S(=O)(Nc1ccc(S(=O)(=O)N2CCOCC2)cc1)c1ncsc1-c1ccccc1	106	99	104	97	94	95	103	91
COc1ccc(S(=O)(=O)N2CCN(c3cc4c(cc3F)c(=O)c(C(=O)O)cn4C3CC3)CC2)c(OC)c1	101	91	101	99	97	91	110	53
NC(=S)n1[nH]c(N)c(N=Nc2ccc(S(=O)(=O)N=C(N)N)cc2)c1=O	109	101	100	121	106	108	104	78
O=C(/C(=N/Nc1ccccc1)c1ccccc1)c1ccccc1	98	93	82	104	98	101	103	75
COc1ccc(-c2nn3c(Cc4ccc(Cl)cc4)nnc3s2)cc1OC	89	81	99	110	.	92	91	69
CC/C(=N/N=C(N)N)c1ccc(F)cc1	.	100	92	97	101	94	91	.
COC(=O)NC1CC2C=CC1C1C=CC21 (stereo not given)	112	103	103	103	95	112	100	91
CC(C)=CC/C=C(/C)[C@H]1CC[C@]2(C)[C@@H]1CC[C@@H]1[C@@]3(C)C/C(=C/c4ccc(C(F)(F)F)cc4)C(=O)C(C)(C)[C@@H]3CC[C@]12C	97	90	91	98	121	103	96	84
CC1C(=O)C2=C(CCCC2)c2cn(Cc3ccccc3)c3cccc1c23 (stereo not given)	81	88	84	89	109	88	94	63
CC(=O)Nc1sc2c(c1C(N)=O)CCC(=O)C2	95	83	87	85	105	89	100	87
CC(C)(C)NC(=O)C(OC(=O)c1cccc(Cl)c1)c1cc2cc(F)ccc2nc1Cl (stereo not given)	93	91	102	94	92	100	106	73
N/C(=N\C(N)=N\c1nc2ccccc2s1)c1ccccc1Br	91	103	101	122	146	111	108	78
Nc1ccc2nc(NC(=O)CN3CCCCCC3)sc2c1	102	98	105	107	100	97	99	84
O=C(CSc1oc(-c2ccccc2)nc1S(=O)(=O)c1ccc(Br)cc1)NC1CCCCC1	104	97	108	96	94	66	116	102
O=C1OC(C(Cl)(Cl)Cl)Nc2ccccc21 (stereo not given)	101	101	112	106	90	93	107	85
Cc1ccc(N=Nc2c(O)c(C(=O)O)cc3ccccc23)c(S(=O)(=O)O)c1	112	105	96	111	115	105	95	76
Cc1ccc(/C=C/C(=O)c2ccc(NC(=O)CSc3nc4[nH]c(=O)n(C)c(=O)c4[nH]3)cc2)c(C)c1	108	95	107	108	100	102	96	91

Structures above containing a carbonyl joined to an NH by a bond outside any ring:
SMILES	IGROV1	SN12C	OVCAR-4	SK-OV-3	TK-10	786-0	OVCAR-5	UO-31
O=C(NCCCO)c1cc(Cl)ccc1O	28	13	.	41	25	49	45	48
COc1ccc2cc(C(C)NC(=O)Nc3ccc(S(=O)(=O)N=C(N)N)cc3)ccc2c1 (stereo not given)	102	110	103	92	107	96	113	81
NS(=O)(=O)c1ccc(CCn2c(SCC(=O)NCc3ccccc3)nc3ccccc3c2=O)cc1	107	103	112	111	96	103	107	92
CCOC(=S)SCC(=O)NC(=O)c1ccccc1	106	109	102	123	96	104	97	94
CC(=O)N[C@@H](CNC(=O)c1cc(NC(=O)c2cc(NC(=O)c3cc(NC(=O)c4nccn4C)cn3C)cn2C)cn1C)CC(=O)Nc1cn(C)c(C(=O)Nc2cc(C(=O)Nc3cc(C(=O)Nc4cc(C(=O)NCCCN(C)CCCNC(=O)c5cccc(C(=O)O)c5)n(C)c4)n(C)c3)n(C)c2)n1	113	100	64	115	93	83	121	77
COc1ccc(C(=O)N/N=C/c2ccc(F)c(Br)c2)cc1	100	97	101	93	97	101	92	97
COC(=O)NC1CC2C=CC1C1C=CC21 (stereo not given)	112	103	103	103	95	112	100	91
CC(=O)Nc1sc2c(c1C(N)=O)CCC(=O)C2	95	83	87	85	105	89	100	87
CC(C)(C)NC(=O)C(OC(=O)c1cccc(Cl)c1)c1cc2cc(F)ccc2nc1Cl (stereo not given)	93	91	102	94	92	100	106	73
Nc1ccc2nc(NC(=O)CN3CCCCCC3)sc2c1	102	98	105	107	100	97	99	84
O=C(CSc1oc(-c2ccccc2)nc1S(=O)(=O)c1ccc(Br)cc1)NC1CCCCC1	104	97	108	96	94	66	116	102
Cc1ccc(/C=C/C(=O)c2ccc(NC(=O)CSc3nc4[nH]c(=O)n(C)c(=O)c4[nH]3)cc2)c(C)c1	108	95	107	108	100	102	96	91
